ASAP1 inh: ASAP1 ArfGAP inhibition. ASAP1-stimulated ARF1 GTP hydrolysis, GDP FP detection. inhibition, % at 16.5 µM. 0.19% of 360,000 active. AID 624377; in the data active = inhibition above about 25%;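 note: 0% = vehicle with enzyme and substrate and 100% = no enzyme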
DDE Tn6 FP inh: disrupts Tn6 cyclic peptide binding to fibrin D-Dimer-E complex; AID 720509; P02675; inhibition, % at 8.3 µM; Fibrin DD(E) TRITC-Tn6 fluorescence polarization displacement; 0.21% of 370,000 active;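 active = inhibition above a per-campaign cutoff: mean of compounds within control limits plus 3 SD, cut at about 15% in these data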;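 note: 0% = median of all compound wells on the plate and 100% = blocking peptide control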
DDE Tn7 FP inh: inhibitors of Tn7 peptide binding to human fibrin DD(E); FP displacement of FITC-Tn7 peptide from fibrin DD(E); 0% = median of compound wells per plate; inhibition, % at 8.3 µM; 0.13% of 370,000 active;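 active = inhibition above the mean of compounds falling within the control limits plus 3 SD of them, cut at about 14% in these data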;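 note: 0% = plate median of compound wells and 100% = 10 µM Aha-Tn7 peptide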
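Measure: % inhibition scaled between sample-field median and high-control FP; Test system: human fibrin DD(E); Quantity: 2 µM final DD(E) protein; Doses: one dose, 8.3 µM nominal; Schedule: compound with protein 10 min, then 3 h after probe, room temperature; Detection: fluorescence polarization; Medium: Tris buffer with calcium and detergent, pH 7.8.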
MBD2 inh: blocks human MBD2 binding to methylated DNA. Q9UBB5. TR-FRET, MBD2 binding to methylated oligonucleotide. inhibition, % at 4.4 µM. 0.31% of 370,000 active. AID 686964; in the data active = inhibition above about 13%
UHRF1 MBD2 ctr: blocks human UHRF1 binding to methylated DNA; 0.75% of 370,000 active; UHRF1 binding to methylated oligo, TR-FRET; inhibition, % at 4.4 µM; in the data active = inhibition above about 21%;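 note: UHRF1 SRA domain binding a hemimethylated CpG hairpin DNA probe; 0% = median of test compound wells and 100% = reference inhibitor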
ADAM17 inh: inhibits human ADAM17; recombinant ADAM17, EDANS/DABCYL FRET peptide cleavage; 0.83% of 370,000 active; P78536; AID 720648; inhibition, % at 6.95 µM;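 active = inhibition above the mean of compounds lying between control limits plus 3 SD, set per campaign, cut at about 8.5% in these data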;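 note: 0% = DMSO-only wells as the low control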
KLK7 zymogen act: proKLK7 (human) activation, primary screen. purified proKLK7, EDANS-DABCYL substrate fluorescence; 100% is mature enzyme control, 0% vehicle. activation, % at 7 µM. AID 652039. 0.9% of 370,000 active;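 active = activation above the mean of all tested compounds plus 3 SD, computed per campaign excluding outliers beyond control limits, cut at about 13% in these data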
PLCg1 inh: PLC-gamma1 (human) inhibition, primary screen | inhibition, % at 12.2 µM | purified PLC-gamma1, fluorogenic substrate, fluorescence | 0.84% of 370,000 active | AID 720700; in the data active = inhibition above about 9.5%
ARFGAP1 inhibitor: rat ARFGAP1 inhibition; 0.26% of 360,000 active; inhibition, % at 16.5 µM; Arfgap1-stimulated ARF1 GTP hydrolysis, GDP FP detection; Q62848;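 active = inhibition above a per-plate limit, mean inhibition of low control wells plus 3 SD, cut at about 25% in these data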;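 note: 0% = DMSO wells with enzyme and 100% = wells lacking Arfgap1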
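material = rat Arfgap1 catalytic domain, aa 1-136 | also added = human ARF1(Δ1-17)-GTP substrate | compound dosing = one concentration, 16.5 µM, DMSO 1.26% | times = GTP hydrolysis reaction 2 h at 25 °C | measured by = FP, GDP Alexa 633 tracer displaced from anti-GDP antibody, 620/688 nm | evaluation = percent inhibition of Arfgap1-stimulated GTP hydrolysis | replication = single well per compound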
PLC-beta3 inh: PLC-beta3 (human) inhibition, primary screen; AID 720704; inhibition, % at 12.2 µM; Purified PLC-beta3, fluorogenic substrate, fluorescence; Q01970; 0.18% of 370,000 active; in the data active = inhibition above about 11%;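 note: 0% = median of compound wells on plate and 100% = full blocker control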
Target sequence (Q01970 whole entry, looked up): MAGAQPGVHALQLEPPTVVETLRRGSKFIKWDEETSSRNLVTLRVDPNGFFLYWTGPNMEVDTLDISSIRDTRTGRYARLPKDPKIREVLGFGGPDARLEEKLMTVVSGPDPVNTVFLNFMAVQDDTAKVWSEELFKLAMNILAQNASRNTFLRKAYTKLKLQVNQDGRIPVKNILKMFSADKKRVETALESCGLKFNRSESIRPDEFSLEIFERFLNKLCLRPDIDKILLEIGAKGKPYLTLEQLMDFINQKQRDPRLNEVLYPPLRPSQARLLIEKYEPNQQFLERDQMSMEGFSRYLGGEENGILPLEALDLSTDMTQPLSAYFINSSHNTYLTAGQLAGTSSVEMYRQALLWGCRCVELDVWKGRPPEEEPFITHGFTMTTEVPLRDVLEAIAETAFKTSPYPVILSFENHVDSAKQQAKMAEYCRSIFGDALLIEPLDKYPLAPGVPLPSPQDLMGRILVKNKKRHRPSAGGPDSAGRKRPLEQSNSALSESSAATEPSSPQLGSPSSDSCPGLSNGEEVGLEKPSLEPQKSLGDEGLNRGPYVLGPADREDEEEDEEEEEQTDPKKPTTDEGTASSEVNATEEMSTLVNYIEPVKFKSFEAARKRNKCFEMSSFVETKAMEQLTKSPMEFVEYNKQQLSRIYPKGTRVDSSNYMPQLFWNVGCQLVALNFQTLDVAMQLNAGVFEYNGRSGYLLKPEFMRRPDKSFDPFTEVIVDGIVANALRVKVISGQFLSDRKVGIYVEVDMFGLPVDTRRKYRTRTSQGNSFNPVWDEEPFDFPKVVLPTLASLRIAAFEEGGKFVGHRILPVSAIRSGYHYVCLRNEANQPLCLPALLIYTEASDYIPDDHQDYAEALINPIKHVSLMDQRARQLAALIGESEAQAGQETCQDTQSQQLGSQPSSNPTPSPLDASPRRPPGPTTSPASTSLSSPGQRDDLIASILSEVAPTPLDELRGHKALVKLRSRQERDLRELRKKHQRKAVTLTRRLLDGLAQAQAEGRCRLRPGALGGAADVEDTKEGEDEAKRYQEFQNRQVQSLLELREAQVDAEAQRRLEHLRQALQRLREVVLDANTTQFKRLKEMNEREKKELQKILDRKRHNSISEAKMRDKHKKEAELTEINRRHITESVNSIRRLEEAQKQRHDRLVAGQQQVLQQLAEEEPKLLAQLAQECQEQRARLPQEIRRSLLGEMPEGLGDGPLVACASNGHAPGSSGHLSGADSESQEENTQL
The depositor's hits bear a star; / = not tested or not shown.

SMILES	ASAP1 inh	DDE Tn6 FP inh	DDE Tn7 FP inh	MBD2 inh	UHRF1 MBD2 ctr	ADAM17 inh	KLK7 zymogen act	PLCg1 inh	ARFGAP1 inhibitor	PLC-beta3 inh
CCCCCN(C(=O)CCC(=O)OCC(=O)N(CC)c1ccccc1)c1c(N)n(CCCC)c(=O)[nH]c1=O	-18	2	7	4	0	-3	-0.2	4	-4	-6
O=C(Nc1nnc(Cc2ccc(Cl)cc2)s1)c1ccncc1	-4	1	3	-4	-1	-1	0.1	2	6	-7
Cc1cc(C(=O)OCC(=O)Nc2ccc(S(=O)(=O)N3CCOCC3)cc2)c(C)o1	10	-1	-2	3	2	1	-0.8	2	18	1
CCC1=NN(C(=O)c2ccccc2O)C(O)(c2ccccc2)C1 (configuration not stated)	-6	-4	-2	1	-2	0	0.9	-12	7	-24
CC1(C(=O)NS(=O)(=O)c2cccc(OC(F)F)c2)CCN1C(=O)C1CCCCC1 (configuration not stated)	-6	1	11	0	1	-2	-0.2	-1	-5	1
O=C(C1CCC1)N1CCc2cc(S(=O)(=O)NC3CCCC3)ccc21	4	6	-1	0	-3	-2	-0.1	1	-4	3
O=S1(=O)c2ccc(Br)cc2OC[C@H](Cc2ccccc2)N1Cc1cn(CCC2OCCCO2)nn1	/	2	-5	0	0	3	0.6	0	/	5
COc1cc(OC)cc(C(=O)Nc2ccccc2N2CCOCC2)c1	13	0	-1	-2	2	-4	0.1	-1	0	-1
CCCCCn1nnnc1C1(C)CSCC(=O)N1Cc1ccco1 (configuration not stated)	/	10	2	-5	4	-3	-0.3	2	/	2
COc1ccc(C(=O)Nn2cnc3scc(-c4cccs4)c3c2=O)c(O)c1	-12	-1	9	4	0	-8	0.0	-7	0	-11
O=C(NOCc1ccccc1)c1ccccc1	9	0	3	0	0	0	0.4	3	4	6
COc1cccc2sc(N3CCN(c4nc5ccccc5s4)CC3)nc12	-6	-1	-8	0	0	-3	-0.3	0	8	1
CCOC(=O)c1ccc(NS(=O)(=O)c2cc3c(cc2C)NC(=O)CO3)cc1	10	-3	-4	0	3	-3	0.6	-4	4	-12
COc1cc([N+](=O)[O-])cc2sc(NC(=O)c3c(F)cccc3F)nc12	-6	1	4	-4	-2	-3	0.3	-1	-9	-4
O=C(Nc1cccc(Cl)c1)Nc1ccccc1-n1ccnc1	0	3	3	0	-1	-5	0.1	-3	-11	-3
Cc1ccccc1-n1nc(C)c2cc(C(=O)N3CCOCC3)sc21	14	3	4	-4	-2	-1	0.9	1	-5	-1
COC(=O)c1sc2cc(C(F)(F)F)cnc2c1-c1cccnc1	-12	1	3	-1	-6	-3	-1.0	-3	1	1
CCOc1ccc2nc(CN3CCN(Cc4ccsc4)C(CCO)C3)ccc2c1 (configuration not stated)	-18	2	-3	0	-2	-15	-1.4	-15	-19	-21
CCn1cc(C(=O)Nc2ccc(C)c([N+](=O)[O-])c2)cn1	1	-4	1	4	-3	-3	0.4	1	1	1
CCCCNC(=O)C(=O)NCCCn1ccnc1	7	0	4	-2	-3	0	0.1	4	4	0
COc1ccccc1CN(C)c1nnnn1-c1ccccc1	4	4	-3	2	1	-3	-0.1	0	1	-2
CSCCC(NC(=O)c1ccc(Cl)cc1)C(=O)OCC(=O)NCc1ccco1 (configuration not stated)	-4	-6	0	-7	-1	1	0.2	0	3	-8
CN(CC(=O)Nc1nc2ccc(F)cc2s1)S(=O)(=O)c1ccc(Cl)cc1	11	1	-2	3	-5	3	-0.4	2	-5	-1
COc1cccc(C(Nc2ccccn2)c2c(NC(=O)c3ccco3)sc(C)c2C)c1 (configuration not stated)	-4	-1	3	2	2	6	-7.9	-22	-4	-25
COc1ccc(NS(=O)(=O)c2ccc3nc(COc4ccc5ccccc5c4)[nH]c3c2)cc1	20	54*	4	-5	-9	8	0.1	-6	11	-8
C#Cc1ccc([C@@H]2C=C(C(=O)NC3CC3)O[C@H](OCc3ccc(CO)cc3)C2)cc1	7	-4	-2	3	1	-6	0.1	-4	11	-6
COc1ccc(Br)cc1CN1CCCCCCC1	7	-8	-6	9	2	-4	0.5	-1	2	-2
Cc1cc2c(cc1S(=O)(=O)NCc1ccc(Cl)cc1)OCC(=O)N2	4	9	5	-4	-1	0	0.2	1	6	2
CCCCCCCOc1ccc(C(=O)Nc2cccnc2)cc1	2	-1	2	-1	-2	-3	-0.7	1	-7	-4
CC(=O)c1ccc(NC(=O)CS(=O)(=O)c2cn(CC(=O)N3CCOCC3)c3ccccc23)cc1	-9	2	-4	-4	-1	-5	-0.5	1	6	-7
COc1ccc2ncc(S(=O)(=O)c3ccccc3)c(N3CCN(c4ccccc4)CC3)c2c1	7	-1	7	-3	-1	4	-1.1	0	5	-5
CN(C)Cc1nc2ccccc2c(=O)n1Cc1nc(C(C)(C)C)cs1	-8	0	1	-6	2	-4	0.3	2	-3	2
Nc1nc(C23CC4CC(CC(C4)C2)C3)cs1	4	-3	4	3	0	-1	0.2	3	-12	3
CCOC(=O)c1cnc(SCC(=O)Nc2cc(OC)ccc2OC)nc1N	1	-2	3	1	1	-5	-0.3	-2	2	0
CC(C)(C)OC(=O)N1CCC[C@@H]1C(=O)N1CCC(C(=O)O)CC1	1	-1	4	2	0	-4	-0.1	-1	8	0
Cc1ccnc(NC(=O)c2ccc3c(c2)C(=O)N(CC2CCCO2)C3=O)c1 (configuration not stated)	5	-2	2	8	3	-5	0.5	9	3	4
O=C(CCCC(=O)OCC(F)(F)C(F)F)Nc1nccs1	5	2	4	1	2	-5	-0.1	-1	4	3
Cc1cc(C)c2sc(NC(=O)c3ccc([N+](=O)[O-])o3)nc2c1	1	-4	-1	-2	1	-2	0.2	1	-16	-11
O=C(c1ccc(=O)[nH]c1)N1CCCc2ccccc21	-14	-5	10	-4	0	-2	0.5	-2	3	-3
Cc1cc(C)n(C2CCCCC2OC(=O)c2ccccc2)n1 (configuration not stated)	-8	2	3	-2	-1	2	1.0	2	11	0
Cc1cc(OC(C)C(=O)NC(Cc2c[nH]c3ccc(O)cc23)C(=O)O)c2c(C)c(C)c(=O)oc2c1 (configuration not stated)	1	0	7	0	0	-40	4.2	-74	-3	-92
O=C(Cn1nc2sc3ccccc3n2c(=O)c1=O)c1cccs1	11	5	-1	0	-1	-4	-0.1	2	-6	-9
COc1ccc(N2C(=O)c3ccccc3S2(=O)=O)cc1	2	1	4	-3	3	-4	0.2	-2	-9	-7
O=[N+]([O-])c1ccc(COc2cccc(CN3CCOCC3)c2)cc1	-8	-1	-5	-3	1	0	-0.1	2	4	1
CCOC(=O)Nc1csnn1	11	0	-2	-4	-2	1	0.3	5	1	1
O=C(NCCc1nc2ccccc2n1C/C=C/c1ccccc1)C1CCCCC1	/	-1	-1	-4	-1	0	/	9	/	7
O=C(O)CSc1nnc(-c2ccncc2)n1-c1ccc(Cl)cc1	-7	-3	3	1	1	-4	-0.5	1	-1	-1
COc1ccc(NC(=O)NN2CCN(C)CC2)c(OC)c1	-2	-13	-2	-3	-1	1	0.8	1	-16	-3
CCOC(=O)CCCn1ncn2c(cc3occc32)c1=O	-4	0	-3	0	-1	-1	-0.1	-1	6	1
O=C(NN1CCOCC1)c1ccc(F)cc1	-7	-2	-7	2	2	0	0.2	1	7	-7

The list goes on:
SMILES	ASAP1 inh	DDE Tn6 FP inh	DDE Tn7 FP inh	MBD2 inh	UHRF1 MBD2 ctr	ADAM17 inh	KLK7 zymogen act	PLCg1 inh	ARFGAP1 inhibitor	PLC-beta3 inh
Cc1nc2c(C(=O)N3CCOCC3)cnn2c(C)c1Cc1ccc(Cl)cc1	2	-1	-8	4	5	-66	1.6	-133	16	-201
CCc1ccc(C(=O)COC(=O)c2ccccc2OC)cc1	0	7	3	-7	-2	-1	-0.5	4	-11	0
Cc1ccccc1S(=O)(=O)NC(=O)C1(C)CCN1C(=O)C1(c2ccccc2)CCCC1 (configuration not stated)	3	0	2	-1	-1	0	-0.4	1	7	1
COc1ccc(CNC(=O)C2CCN(C(=O)c3csc(Nc4ccc(C)cc4)n3)CC2)cc1	-7	-2	8	-4	1	0	0.0	0	0	-9
Cc1ccc2nc(SCC(=O)Nc3ccc4sc(C)nc4c3)c(C#N)cc2c1	-2	2	6	-2	2	-4	0.0	0	0	-3
O=C(COc1ccc(Br)cc1F)NC1CCN(Cc2ccccc2)CC1	-12	0	-1	-2	2	1	0.5	-1	-2	2
CC(C)c1ccc(C(O)c2nc3ccccc3n2C)cc1 (configuration not stated)	-5	-1	-9	-4	-1	3	0.6	3	6	-1
Nc1ccc(Cl)c(S(=O)(=O)Nc2ccc(Cl)cc2)c1	5	3	-5	-2	0	3	0.3	2	1	-4
O=C(C1CCCN(Cc2ccc(Br)cc2)C1)N1CCCCC1 (configuration not stated)	-3	0	-4	-5	1	4	0.7	13*	0	3
Cn1c(=O)oc2cc(S(=O)(=O)Nc3ccc(Cl)cc3F)ccc21	-1	-3	0	-4	0	-1	0.0	3	6	6
COc1ccc(-c2cc(N)n(S(=O)(=O)Cc3ccccc3)n2)c(OC)c1	0	7	5	4	-1	2	0.4	2	4	1
S=C(Nc1ccccc1Cl)N1CCOCC1	-11	-8	-2	-6	-5	1	-0.4	7	-1	2
COc1ccc(C2C(C(C)=O)=C(O)C(=O)N2CCO)c(OC)c1 (configuration not stated)	-3	9	4	0	-6	-2	-0.4	1	-9	2
COC(=O)C1CN(CCc2ccccc2)CCS(=O)(=O)N1Cc1ccc(F)cc1 (configuration not stated)	/	-7	-1	-1	3	-9	-0.2	1	/	-6
O=C(O)c1ccccc1Nc1ccnc(C(F)(F)F)c1	2	2	-2	-4	0	-2	0.9	-90	-4	-105
COc1ccc(C(=O)c2cnc(/N=C/N(C)C)s2)cc1	-7	-5	-4	1	3	-6	0.8	-29	4	-31
COCCN(C(=O)COC(=O)CCc1ccccc1)c1c(N)n(Cc2ccccc2)c(=O)[nH]c1=O	5	-1	-2	5	-3	0	-0.1	-2	-12	5
O=C(CSc1nc(-c2ccccc2Cl)ns1)NCc1ccc2c(c1)OCO2	-10	-2	5	-3	2	0	-0.3	0	2	-2

Compound activity as filed in PubChem BioAssay.
